# CAL PDZ FP-1: untagged CAL PDZ binding inhibitors, primary screen, biochemical, fluorescence polarization, HTS; purified CAL PDZ, TMR-peptide fluorescence polarization, 1 h; inhibition, % at 24.9 µM; AID 602252, 2012; 300,000 compounds, 0.92% hits; Golgi-associated PDZ and coiled-coil motif-containing protein (Homo sapiens), Q9HD26;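 active means mean inhibition of at least 30% with at least half of replicates also reaching 30%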;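 further: 0% = DMSO neutral control and 100% = excess unlabeled competitor peptide PRC23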
# Keap1-Nrf2 PPI: Keap1-Nrf2 protein-protein interaction inhibitors, primary screen, biochemical, fluorescence polarization, single point. Kelch-like ECH-associated protein 1 (Homo sapiens), Q14145. Keap1 Kelch-Nrf2 peptide fluorescence polarization, 1536-well. inhibition, % at 9.4 µM. 340,000 compounds, 0.15% hits; in the data active means inhibition above about 12%;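 further: human Keap1 Kelch domain with fluorescein labeled Nrf2 9mer peptide probe; 0% = neutral control wells and 100% = peptide positive control; higher means more block of Keap1 binding to Nrf2 peptide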
# PKA-R2B activ: activators of PKA-R2B holoenzyme, primary screen, biochemical, fluorescence polarization, Cy5-IP20, human; cAMP-dependent protein kinase catalytic subunit beta (Homo sapiens) + cAMP-dependent …; PKA-R2B holoenzyme dissociation; R2B truncated from residue 108, S112A mutant; 0% DMSO only, 100% 113 µM cGMP; activation, % at 11.4 µM; 340,000 compounds, 0.079% hits;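 active means activation above a cutoff set at the mean over all compounds plus 3 SD, cut at about 18% in these data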;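 further: higher means more holoenzyme dissociation and a rise in polarization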
# DAGLB inh: DAGLB lipase inhibitors, primary screen, biochemical, fluorescence, HTS; HEK293T DAGLB membrane lysate, EnzChek fluorogenic substrate; inhibition, % at 5.17 µM; 340,000 compounds, 0.059% hits; AID 504411, 2011; in the data active means inhibition above about 34%;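 further: 0% = enzyme with vehicle and 100% = wells lacking enzyme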
# Target sequence (Q8NCG7 whole entry, looked up): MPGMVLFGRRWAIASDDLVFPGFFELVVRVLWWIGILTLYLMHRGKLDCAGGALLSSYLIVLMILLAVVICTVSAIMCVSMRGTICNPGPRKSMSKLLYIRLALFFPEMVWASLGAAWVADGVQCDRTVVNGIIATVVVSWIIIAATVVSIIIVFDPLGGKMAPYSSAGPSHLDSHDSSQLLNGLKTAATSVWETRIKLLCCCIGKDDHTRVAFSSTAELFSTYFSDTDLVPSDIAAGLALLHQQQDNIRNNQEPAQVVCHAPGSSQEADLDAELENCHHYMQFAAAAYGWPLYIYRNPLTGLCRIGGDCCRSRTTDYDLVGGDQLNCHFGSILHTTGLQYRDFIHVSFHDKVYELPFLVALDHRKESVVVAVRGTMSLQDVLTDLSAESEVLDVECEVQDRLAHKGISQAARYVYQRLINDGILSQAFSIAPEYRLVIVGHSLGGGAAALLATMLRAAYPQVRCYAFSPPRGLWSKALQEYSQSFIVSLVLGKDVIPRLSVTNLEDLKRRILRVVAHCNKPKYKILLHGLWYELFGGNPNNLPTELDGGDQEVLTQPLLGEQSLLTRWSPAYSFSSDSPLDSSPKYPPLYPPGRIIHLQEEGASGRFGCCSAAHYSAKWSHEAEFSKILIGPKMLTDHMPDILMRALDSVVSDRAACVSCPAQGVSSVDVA
# CAL PDZ FP-2: CAL PDZ peptide-binding inhibitors, primary screen, biochemical, fluorescence polarization, Cer-tagged CAL PDZ, HTS; purified CAL PDZ, TMR-peptide fluorescence polarization, 1 h; inhibition, % at 20 µM; 330,000 compounds, 0.02% hits; AID 504414, 2011;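 active means highest replicate inhibition of at least 40%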;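 further: plate controls were DMSO neutral control wells for no effect and unlabeled competitor peptide control wells for full effect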
#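 System: tagged CAL PDZ domain. Schedule: 1 h room-temperature incubation prior to read. Signal: fluorescence polarization (mP). Measure: percent inhibition from loss of millipolarization.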
# cardiac RTF act: cardiac RTF calcium sensitivity activators, primary screen, biochemical, IANBD-TnC fluorescence, EC20 calcium | 340,000 compounds, 0.24% hits | IANBD-labeled TnC RTF fluorescence at EC20 calcium; 0% EC20 calcium, 100% full calcium | activation, % at 7.2 µM | Troponin I, cardiac muscle (Homo sapiens) + Troponin T, cardiac muscle (Homo sapiens) + …;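 active means activation above the mean over all tested compounds plus 3 SD, cut at about 30% in these data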;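 further: rise in fluorescence read as greater calcium sensitivity of cardiac thin filaments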
# Rtt109 HAT inh: inhibitors of C. albicans Rtt109/Vps75 HAT, primary screen, biochemical, ThioGlo CoA-SH fluorescence, plate reader; inhibition, % at 34.9 µM; purified Rtt109/Vps75, 4 h; Histone acetyltransferase RTT109 (Candida albicans (strain SC5314 / ATCC MYA-2876)), …; 330,000 compounds, 0.16% hits;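 active means inhibition of at least 50% in every replicate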
# Target sequence (Q5AAJ8 whole entry, looked up): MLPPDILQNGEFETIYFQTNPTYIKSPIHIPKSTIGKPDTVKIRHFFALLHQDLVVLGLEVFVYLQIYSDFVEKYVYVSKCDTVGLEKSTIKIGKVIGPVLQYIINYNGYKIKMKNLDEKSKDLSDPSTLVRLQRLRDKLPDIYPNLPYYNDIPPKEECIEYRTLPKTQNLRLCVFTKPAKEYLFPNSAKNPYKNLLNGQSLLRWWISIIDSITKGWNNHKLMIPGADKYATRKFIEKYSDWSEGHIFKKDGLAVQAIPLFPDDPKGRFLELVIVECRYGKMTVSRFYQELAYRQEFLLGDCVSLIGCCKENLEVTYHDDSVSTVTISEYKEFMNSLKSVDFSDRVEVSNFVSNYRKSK
# C-LANA FP: inhibitors of KSHV C-LANA binding to DNA, primary screen, biochemical, fluorescence polarization, FAM-LBS DNA, MBP-C-LANA, single point; 340,000 compounds, 0.078% hits; inhibition, % at 9 µM; Kaposi's sarcoma herpesvirus LANA C-terminal domain (residues 932-1162) DNA binding;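 active means highest replicate inhibition at or above 60% at 9 µM, even if other replicates fall short; inactive means all replicates below 60% inhibition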;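 further: 0% = neutral control wells and 100% = 4 µM acridine orange control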
# SR-BI uptake up: activators of SR-BI mediated DiI-HDL uptake, primary screen, ldlA[mSR-BI] CHO cells, DiI fluorescence; activation, % at 12.5 µM; 3 h; 100 = double the neutral-control signal; 320,000 compounds, 0.096% hits; AID 504775, 2011;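 active means mean replicate activation of at least 60% and every replicate at or above 60%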;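 further: 0% = median plate neutral-control signal and 100% = twice that signal; values of inactives mirror those of a sister screen read the other way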
#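 Assay system: CHO ldlA[mSR-BI] cells, LDL receptor-null, SR-BI overexpressing; medium: Ham's F12 with 0.5% BSA, HEPES 25 mM, pH 7.4; also added: DiI-HDL 10 µg/mL; timing: 3 h uptake period with compound, 37 °C; signal: DiI fluorescence, bottom read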
# Cardiac RTF inh: cardiac RTF calcium sensitivity inhibitors, primary screen, biochemical, IANBD-TnC fluorescence, EC70 calcium. IANBD-labeled cardiac RTF, Ca2+ fluorescence. AID 493244, 2011. inhibition, % at 7.15 µM. Troponin I, cardiac muscle (Homo sapiens) + Troponin T, cardiac muscle (Homo sapiens) + …. 340,000 compounds, 0.12% hits;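 active means inhibition above the mean inhibition of all tested compounds plus 3 SD, cut at about 17% in these data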;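 further: assay run at fixed EC70 calcium of 1.6 mM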
# * = called active by the depositor; . = not tested or not shown. Outcome played no part in choosing rows; about 1.6% have a hit in one of these screens.
SMILES,CAL PDZ FP-1,Keap1-Nrf2 PPI,PKA-R2B activ,DAGLB inh,CAL PDZ FP-2,cardiac RTF act,Rtt109 HAT inh,C-LANA FP,SR-BI uptake up,Cardiac RTF inh
O=C(CCS(=O)(=O)Cc1ccccc1)N1CCN(c2ccc([N+](=O)[O-])cc2)CC1,-6,-2,-10,3,-1.0,6,11,-0.2,-16,-4
OCC1CCN(Cc2nc(Cc3ccccc3Cl)no2)CC1,-3,-3,5,0,-2.6,7,-5,-0.7,9,-2
CCOc1nc(NCCO)nc(NCCC2=CCCCC2)n1,.,1,-7,-2,-0.7,5,-4,-0.6,19,-4
C=CCOc1ccc(/C=C\c2nc(O)c([N+](=O)[O-])c(=O)[nH]2)cc1OC,-7,-3,5,2,-1.6,-5,6,-0.5,2,1
COc1ccc(OC)c(/C=N/NC(=O)c2cc3c(OC)cccc3[nH]2)c1,0,-9,-7,0,-1.0,15,14,0.7,-70,-4
CCc1ccc(NS(=O)(=O)c2ccc3[nH]cc(C(=O)N4CCCCC4)c(=O)c3c2)cc1,-4,-5,2,3,-3.2,-7,12,1.2,22,3
COc1ccc(CCNC(=O)CSCc2ccc(Br)cc2)cc1OC,-5,2,4,1,-0.7,-1,0,1.2,-3,-1
CC1CCCC(NS(=O)(=O)c2ccc3c(c2)OCCO3)C1C (centres undefined),-1,-4,-14,-7,-1.8,-5,14,0.0,33,-4
COc1cc(C2c3[nH]c4ccccc4c3C[C@@H]3C(=O)N(Cc4ccco4)CC(=O)N23)cc(OC)c1OC (some centres undefined),.,-1,0,1,-0.5,3,-3,-1.4,9,-6
NC(=O)NC(CC(=O)NNC(=O)c1ccccn1)c1ccc(Cl)cc1 (centres undefined),.,0,4,-1,-1.0,-6,4,-0.5,15,-8
O=C(COc1ccccc1)NNC(=O)COc1ccc([N+](=O)[O-])cc1,4,3,-18,-2,0.1,-6,4,0.8,0,1
CCN1CCN(CC(O)COCc2cc(OC)c(OC)c(OC)c2)CC1 (centres undefined),2,0,5,-1,-0.4,-1,0,-0.1,8,8
COc1ccc(/C=N/NC(=O)CSCc2ccc([N+](=O)[O-])cc2)cc1OC,.,-7,-8,1,0.2,0,-16,-0.9,-24,-16
NNC(=O)c1cccc(COCC(F)(F)C(F)F)c1,-4,-2,-8,-5,-0.7,-4,-6,0.4,8,4
O=C(NCCc1ccco1)C(=O)NCCC1CCCCN1S(=O)(=O)c1ccccc1 (centres undefined),1,0,-2,0,-1.0,3,12,-0.6,-16,-9
CC(OC(=O)Cc1n[nH]c(=O)c2ccccc12)C(=O)Nc1cc(Cl)cc(Cl)c1 (centres undefined),-5,1,-6,5,-1.8,-9,3,0.5,-14,-11
CCOC(=O)C1=Nc2ccccc2C1=[N+]=[N-],-1,-3,3,5,-2.2,-2,1,-1.7,-7,-8
CCOc1ccc2nc(NC(=O)CSc3nc4ccccc4c(=O)n3Cc3ccco3)sc2c1,-1,-2,-4,-3,0.3,-7,0,-0.8,-36,8
CC(C)CCNC(=O)CCCC1=NS(=O)(=O)c2ccccc2N1,3,-6,-9,-3,-2.9,4,1,0.4,4,-1
COc1ccc(C(C)=O)cc1CSc1nc2cc(C(=O)O)ccc2c(=O)n1Cc1ccccc1,-1,-6,-12,2,-1.3,-2,18,2.2,16,14
O=C(CCN1C(=O)COc2ccccc21)NCc1ccco1,-3,-2,0,-2,-1.9,3,2,0.1,24,-3
COc1cccc(/C(O)=C2/C(=O)C(=O)N(CCN(C)C)C2c2ccccn2)c1 (centres undefined),2,-4,-1,-3,1.3,7,12,0.0,16,-9
O=C(O)C1CCCN1S(=O)(=O)c1ccc2c(c1)CCC2 (centres undefined),-3,1,4,1,-3.0,-4,5,-0.6,23,0
COc1ccc(NC(C)=O)cc1NC(=O)CSc1nnc(-c2ccccn2)n1C,-2,-3,4,-1,.,5,0,1.0,17,-12
CCN(c1ccc(OC)cc1)S(=O)(=O)c1nnc(NC(=O)CC(C)C)s1,-2,0,-2,2,0.8,-8,3,-1.6,-7,-3

# (continued)
SMILES,CAL PDZ FP-1,Keap1-Nrf2 PPI,PKA-R2B activ,DAGLB inh,CAL PDZ FP-2,cardiac RTF act,Rtt109 HAT inh,C-LANA FP,SR-BI uptake up,Cardiac RTF inh
O=C(NCc1ccc(Cl)cc1)c1cc(=O)nc2sc(-c3ccccc3)nn12,0,-4,-5,-1,-2.1,-4,3,-0.2,9,-3
O=C(Nc1cscc1S(=O)(=O)c1ccccc1)c1ccccc1Cl,-3,-6,.,.,0.4,.,-4,-0.7,-8,.
Cc1nnc(SCCn2c(N3CCN(C)CC3)nc3c2c(=O)n(C)c(=O)n3C)s1,-1,-4,12,0,1.6,2,3,-0.4,31,-1
Cc1ccc(-c2nc(CS(=O)CC(=O)NCc3ccccc3)c(C)o2)cc1 (centres undefined),-3,4,4,-6,-0.5,13,6,-5.9,-3,-11
C[C@@H]1CN([C@@H](C)CO)C(=O)c2cc(NS(C)(=O)=O)ccc2O[C@@H]1CN(C)S(=O)(=O)c1ccccc1,-4,-6,-6,1,-1.5,0,0,-0.5,11,3
O=c1[nH]cnc2scc(C3COc4ccccc4O3)c12 (centres undefined),-1,-2,-1,-1,-2.8,8,1,-0.1,2,-14
COc1c(S(=O)(=O)n2nc(C)cc2C)ccc(Cl)c1Cl,-2,1,-3,-6,-1.6,-3,-2,-0.5,-9,-2
CN(C)CCN(Cc1ccccc1)c1nccc(N(C)C)c1C#N,-2,-5,-8,2,-2.4,3,-2,-0.5,4,3
COc1ccc(/C=C(/Sc2nnc(-c3ccc(Cl)cc3)o2)C(=O)O)cc1,1,-2,0,0,.,5,-6,-1.8,2,-3
CCOC(=O)CC1ON(C)C(=O)N1c1ccc(Cl)cc1Cl (centres undefined),.,-3,-13,-4,-1.0,2,-12,-0.7,-4,-7
O=S(O)OC1CS(=O)(=O)CC1c1ccccc1 (centres undefined),-3,-1,-1,-4,0.5,2,4,1.3,4,0
COC(=O)c1ccc(C(=O)OC)c(=O)[nH]1,3,3,2,-2,0.5,-2,-12,0.5,-31,-2
CCN(CC(=O)Nc1c(F)cccc1F)C(=O)C1Cc2ccccc2CN1S(=O)(=O)CC (centres undefined),-4,-4,-4,0,-1.8,-7,1,1.1,11,-3
Cc1cccc(CC2CC(=O)N(C3CCCCC3)C2=O)c1 (centres undefined),-3,4,6,-7,.,0,1,0.9,5,-2
Cc1ccccc1NC(=S)NC(NC(=O)N(C)C)C(Cl)(Cl)Cl (centres undefined),-3,-4,-7,1,.,-1,1,-0.2,35,-3
Cc1nc(SCC(=O)N2CCN(c3ccccc3)CC2)n[nH]1,-1,1,-6,-2,-2.5,8,2,1.0,.,-5
COc1ccc(N2CCN(C(=O)c3cc(=O)[nH]c4ccccc34)CC2)cc1,-2,-2,4,-1,0.1,-1,9,0.7,-52,5
O=C(CNC1CCCC1)Nc1cc(Cl)ccc1[N+](=O)[O-],-1,-1,3,-1,-1.0,-3,6,-1.4,8,4
O=C(NCc1ccccc1)c1onc(CS(=O)(=O)c2ccccn2)c1C(=O)NCc1ccccc1,-3,0,-13,-1,-1.0,7,0,-0.8,13,6
O=C(COC(=O)c1cccc2ccccc12)NCC1CCCO1 (centres undefined),0,-3,-2,-1,-4.5,10,-3,-0.5,0,-5
CC(C(=O)NC1CCCCC1)N1CCN(C)CC1 (centres undefined),-2,-4,-3,2,-0.9,1,-1,-0.2,.,-16
Cc1cc(=O)[nH]c(SCCOc2cccc(C(F)(F)F)c2)n1,-1,-6,3,-3,-2.1,-15,45,-0.8,28,-1
N#CCc1ccc(NC(=O)c2cc(S(=O)(=O)N3CCOCC3)ccc2Cl)cc1,-6,-1,-2,-2,-0.9,-2,14,-0.1,-4,-2

# Quoted from the entries so far (9 entries):
SMILES,CAL PDZ FP-1,Keap1-Nrf2 PPI,PKA-R2B activ,DAGLB inh,CAL PDZ FP-2,cardiac RTF act,Rtt109 HAT inh,C-LANA FP,SR-BI uptake up,Cardiac RTF inh
Cc1ccccc1NC(=S)NC(NC(=O)N(C)C)C(Cl)(Cl)Cl (centres undefined),-3,-4,-7,1,.,-1,1,-0.2,35,-3
Cc1nc(SCC(=O)N2CCN(c3ccccc3)CC2)n[nH]1,-1,1,-6,-2,-2.5,8,2,1.0,.,-5
COc1ccc(N2CCN(C(=O)c3cc(=O)[nH]c4ccccc34)CC2)cc1,-2,-2,4,-1,0.1,-1,9,0.7,-52,5
O=C(CNC1CCCC1)Nc1cc(Cl)ccc1[N+](=O)[O-],-1,-1,3,-1,-1.0,-3,6,-1.4,8,4
O=C(NCc1ccccc1)c1onc(CS(=O)(=O)c2ccccn2)c1C(=O)NCc1ccccc1,-3,0,-13,-1,-1.0,7,0,-0.8,13,6
O=C(COC(=O)c1cccc2ccccc12)NCC1CCCO1 (centres undefined),0,-3,-2,-1,-4.5,10,-3,-0.5,0,-5
CC(C(=O)NC1CCCCC1)N1CCN(C)CC1 (centres undefined),-2,-4,-3,2,-0.9,1,-1,-0.2,.,-16
Cc1cc(=O)[nH]c(SCCOc2cccc(C(F)(F)F)c2)n1,-1,-6,3,-3,-2.1,-15,45,-0.8,28,-1
N#CCc1ccc(NC(=O)c2cc(S(=O)(=O)N3CCOCC3)ccc2Cl)cc1,-6,-1,-2,-2,-0.9,-2,14,-0.1,-4,-2

# Assay outcomes: PubChem BioAssay, several laboratories
